D2 antagonist: antagonizes the human D2 dopamine receptor | P14416 | HEK293 TREx D2 cells, calcium flux, dopamine EC80 | inhibition, % at 10 µM | 340,000 compounds, 2% hits; in the data active = inhibition above about 30%; also: 0% is about no effect
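Measurement of antagonist activity uses fluorescent calcium dye in inducible HEK293 T-REx D2 cells: 10 s baseline, compound addition with 180 s read, EC80 dopamine addition with a further 180 s read.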
Vif-A3F inh: Vif-A3F binding inhibition; HeLa A3F-eYFP + Vif (tagged APOBEC3F with the HIV-1 protein that degrades it), YFP fluorescence increase; Potency, µM (series often up to 46.1 µM), for the others: at the top dose activity, negative = active; AID 602313; 390,000 compounds, 0.2% hits; also: potency is read from the fitted curve at half-maximal effect; % of control where 0% means no effect; nearly all actives have a fitted effect of over 65% in size
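HeLa cells stably expressing A3F-eYFP plus Vif, plated and incubated overnight at 37 deg C, then exposed to compounds overnight at 37 deg C. Blocked degradation read as raised yellow fluorescence (Ex 488/Em 500-530).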
ERG Ets-DNA blk: inhibitors of human ERG Ets domain-DNA interaction; 370,000 compounds, 0.028% hits; Potency, µM (top dose mostly 76.9 µM), without a hit: at the highest dose FP activity, negative = inhibition, usual class: inhibitors; AID 624246; fluorescence polarization, His-ERG Ets domain / labelled DNA; active = well fitted inhibition curve with a large enough effect in the polarisation, with a control signal flat; inconclusive = small, poorly fitted or top-dose-only effect, or effect the other way, or a change in a side signal; inactive = no such curve, though single readings can be large or run the other way; the % refers to the polarisation;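 also: polarization taken with two DNA probes labelled with fluorescein and Texas red; potency is read from the fitted curve at half-maximal effect; % of control where 0% means no effect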
Target sequence (P11308 whole entry, looked up, the tested form may be a part): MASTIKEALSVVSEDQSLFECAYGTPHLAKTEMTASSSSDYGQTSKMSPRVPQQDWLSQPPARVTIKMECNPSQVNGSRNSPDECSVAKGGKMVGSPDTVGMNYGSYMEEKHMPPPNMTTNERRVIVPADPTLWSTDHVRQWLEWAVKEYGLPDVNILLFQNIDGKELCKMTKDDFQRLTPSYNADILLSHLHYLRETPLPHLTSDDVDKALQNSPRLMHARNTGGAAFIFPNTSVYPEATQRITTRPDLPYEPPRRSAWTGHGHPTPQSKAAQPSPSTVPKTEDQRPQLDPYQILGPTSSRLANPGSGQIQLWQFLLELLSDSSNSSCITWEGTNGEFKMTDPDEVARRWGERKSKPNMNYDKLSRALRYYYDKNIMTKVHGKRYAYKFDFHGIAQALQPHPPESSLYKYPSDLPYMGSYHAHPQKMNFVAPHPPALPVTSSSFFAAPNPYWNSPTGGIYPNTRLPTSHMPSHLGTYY
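His-tagged ERG Ets domain (1 uM in the protein solution; 300mM KCl, 50mM Tris-HCl, 1mM EDTA, 1mM DTT, pH 7.5) received compound, then a probe mix of 5 nM fluorescein-DNA and 100nM Texas-615-DNA. Fluorescence polarization was read for both dyes.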
12-LOX inh: blocks human arachidonate 12S-lipoxygenase; P18054; purified 12hLO, xylenol orange hydroperoxide absorbance; Potency, µM (titrated, usually from 108 µM), for inactives: at the highest dose activity change, negative = inhibition, usual class: inhibitors; 580,000 compounds, 1.1% hits; AID 1671190; also: potency is read from the fitted curve at half-maximal effect; % is scaled to controls: 0 for no effect and ±100 for the full control effect
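Purified human 12hLO (150 nM final) in 25 mM Hepes, 0.01% Triton X-100, pH 7.0 was preincubated 15 min at room temperature with compound. Then 40 uM arachidonic acid was added, 30 min. Hydroperoxide was read by Fe-XO absorbance ratio 573/405 nm.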
GRP78 ERSR act: inducers of ER stress response in human glioma cells; U87-MG GRP78 promoter luciferase reporter, 16 h; 420,000 compounds, 0.02% hits; Potency, µM, inactives show at the highest dose activation, actives largely listed as activators; AID 602332; also: potency is read from the fitted curve at half-maximal effect; series mostly up to about 76 µM; % of control where 0% means no effect; nearly all actives have a fitted effect of over 35% in size
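Stably transfected U87-MG human glioma cells carrying a GRP78-based luminescent sensor were seeded at 1000 cells/well, pin-dosed with compounds and incubated 16 h. Luciferase reagent was then added, and end-point luminescence was read after 10 min at room temperature.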
LDHA inh: blocks human lactate dehydrogenase A; P00338; purified LDHA, NADH/diaphorase-resazurin fluorescence; stronger effect = lower value; activity change, % (values are at about 110 or 230 µM); 480,000 compounds, 0.15% hits; AID 1347041; in the data active = activity change below about -30%; inconclusive = mostly about -25% to -30%;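 also: plate controls were DMSO wells for no effect and wells without enzyme for full effect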
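Resorufin fluorescence (ex540/em590), read at 0 and 20 min after diaphorase/resazurin addition, reports the NADH left after a 5 min room-temperature reaction of 2 nM human LDH5 with 0.06 mM NADH and 0.2 mM pyruvate.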
Vif-APOBEC3G blk: Vif-A3G binding inhibition; HeLa A3G-eYFP + Vif (tagged APOBEC3G with the HIV-1 protein that degrades it), YFP fluorescence, overnight; Potency, µM (highest dose often 46.1 µM), for inactives: at the highest dose activity, negative = active, most hits filed as inhibitors; 410,000 compounds, 0.076% hits; AID 602310;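 also: potency is read from the fitted curve at half-maximal effect; % is scaled to controls: 0 for no effect and ±100 for the full control effect; nearly all actives have a fitted effect of over 60% in size; hits raise eYFP signal because A3G escapes Vif-driven loss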
Target sequence (Q9HC16 whole entry, looked up): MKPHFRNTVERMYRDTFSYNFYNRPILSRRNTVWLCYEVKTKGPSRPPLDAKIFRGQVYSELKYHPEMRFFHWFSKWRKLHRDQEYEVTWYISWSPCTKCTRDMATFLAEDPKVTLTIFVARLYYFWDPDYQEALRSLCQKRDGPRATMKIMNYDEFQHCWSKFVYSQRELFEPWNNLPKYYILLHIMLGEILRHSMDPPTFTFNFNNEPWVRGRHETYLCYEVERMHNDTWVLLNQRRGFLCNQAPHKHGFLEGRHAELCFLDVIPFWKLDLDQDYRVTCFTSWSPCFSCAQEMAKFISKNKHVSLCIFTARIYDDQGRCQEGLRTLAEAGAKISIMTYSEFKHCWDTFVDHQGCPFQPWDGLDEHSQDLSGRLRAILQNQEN
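HeLa cells stably expressing Vif and C-terminally eYFP-tagged A3G, seeded overnight at 37 deg C, then exposed to compound by pintool overnight at 37 deg C. Rise in yellow fluorescence (Ex 488/Em 500-530, Acumen) marks blocked Vif-driven A3G degradation.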
RGS4 inh: blocks human RGS4-accelerated GTP hydrolysis; P49798; Transcreener GDP fluorescence polarization, RGS4-accelerated GTP hydrolysis; Potency, µM (doses to about 114 µM), for the others: at the top dose activity change, negative = inhibition, most hits filed as inhibitors; 390,000 compounds, 0.039% hits; AID 504845; also: potency is read from the fitted curve at half-maximal effect; % is scaled to controls: 0 for no effect and ±100 for the full control effect; nearly all actives have a fitted effect of over 75% in size; some results filed as inactive show a strong effect at the top dose
Target sequence (P49798 whole entry, looked up): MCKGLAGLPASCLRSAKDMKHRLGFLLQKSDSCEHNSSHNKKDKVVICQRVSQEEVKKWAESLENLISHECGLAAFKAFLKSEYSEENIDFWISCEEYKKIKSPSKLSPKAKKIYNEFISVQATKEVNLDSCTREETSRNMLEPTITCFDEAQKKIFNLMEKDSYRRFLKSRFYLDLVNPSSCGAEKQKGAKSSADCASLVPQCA
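MLSMR compounds (23 nl, pin-transferred) preincubated 10 min at room temperature with a 500nM (2x) first reagent, then RGS4 at 900nM (2x) plus Transcreener GDP mix added; fluorescence polarization (620/688 nm) read before and after 90 min at 30 °C.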
D2 agonist: agonists of human D2 dopamine receptor. P14416. HEK293 T-REx D2 cells, calcium flux agonist mode. activation, % at 2 µM. 340,000 compounds, 0.53% hits. AID 485358;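 active = activation over 3 SD above normal in the single-dose calcium agonist read, cut at about 30% in these data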; also: 0% is about no effect
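Tetracycline-induced HEK293 T-REx cells with force-coupled D2 receptor, plated overnight at 30 C, loaded with no-wash calcium dye. After a 10 s baseline, compound was pin-added and calcium flux read kinetically for 180 s; calcium rises flagged agonists.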
* = called active by the depositor; ? = inconclusive; . = no result given; & = joins results of further samples; [ ] = remark or other dose. Unless noted, calls follow the shape of the dose curve; as a rule, active = well fitted curve in the direction sought with a large enough effect; inconclusive = small, poorly fitted or top-dose-only effect, or another doubt; inactive = no such curve, though single readings can be large; an effect the other way counts as inactive or inconclusive. Some of the compounds tested (hit frequency here may not be typical).

Order of results – D2 antagonist, Vif-A3F inh, ERG Ets-DNA blk, 12-LOX inh, GRP78 ERSR act, LDHA inh, Vif-APOBEC3G blk, RGS4 inh, D2 agonist
1: CC1(C(=O)NCc2ccco2)Cc2c(-c3ccc4c(c3)OCO4)ccnc2O1 (stereo not drawn)
  ., ., ., 6.5%, -1.4%, -3.8, ?, ., .
2: COc1ccc2[nH]c(C(=O)N(C)Cc3ccccc3)c(C)c2c1
  ., 0.4%, 10.7%, 0.0%&-73.3%, -1.5%, -0.2&7.1, 1.5%, -10.5%, .
3: O=C(CN(C(=O)c1csnn1)c1cccc2c1CCCC2)NC1CCCC1
  7.2, 9.4%, -4.4%, -13.5%, -0.2%, -9.9, 0.9%, -1.2%, -2.2
4: Cc1ccc(S(=O)(=O)N/N=C/c2ccccc2O)cc1
  -7.4, -0.2%, 10.0%, 11.2%, 0.2%, -1.5, 1.3%, -33.6%, 1.1
5: CCOC(=O)c1c(S(=O)(=O)NCC(=O)N2CCN(c3cccc(Cl)c3)CC2)c(C)n(C)c1C
  ., 0.7%, -2.1%, -8.9%, -3.3%, 5.1, -4.6%, 17.5%, 0.6
6: C=CCNC(=O)COC(=O)CCC(=O)c1cccs1
  -19.3, -4.4%, 9.6%, 2.8%, -5.1%, -4.9, -3.4%, -31.1%, -0.2
7: COc1ccccc1CNCCS(=O)(=O)NCc1ccccc1
  ., 0.1%, 0.2%, 38.5%[activator], -3.6%, -2.5, -0.2%, 6.5%, .
8: CCc1ccc2occ(CC(=O)N(Cc3ccccc3)C3CCS(=O)(=O)C3)c2c1 (stereo not drawn)
  ., 3.4%, -0.1%, 4.3%, -1.2%, 8.7, 1.1%, -19.2%, 2.1
9: COCCNc1c2c(nc3ccccc13)CCC2
  -5.7, -10.2%, -0.3%, -2.1%, -1.7%, -1.2, -2.9%, 8.4%, -0.3
10: CCOC(=O)CSc1nnc(-c2cc(OC)c(OC)c(OC)c2)o1
  -4.7, 0.9%, 4.7%, 481.0%[activator], ?, -0.4, 3.5%, -20.6%, 0.8
11: CCCC(NC(=O)COc1cc2c(c3oc(=O)cc(C)c13)CCC(C)(C)O2)C(=O)O (stereo not drawn)
  2.4, 1.7%, 6.2%, 0.0%, -2.9%, -2.3, 1.4%, -1.0%, 0.1
12: COc1cc(S(=O)(=O)NCCc2c(C)[nH]c3ccccc23)c(C)cc1C
  ., -4.1%, 5.0%, 0.0%, -2.1%, 2.1, -19.5%, -9.3%, 0.3
13: CCCCN(C(=O)c1ccc(COc2ccccc2)o1)c1c(N)n(CC(C)C)c(=O)[nH]c1=O
  -6.4, -0.3%, -3.4%, 9.5%, -0.9%, -10.7, -2.9%, 11.7%, -0.1
14: CNC(=O)c1sccc1SCc1c(Cl)cccc1Cl
  18.4, 0.9%, -9.7%, -4.3%, 4.8%, -2.9, 5.5%, 4.2%, 1.4
15: CC(OC(=O)c1cccc([N+](=O)[O-])c1)C(=O)N1CCc2ccccc21 (stereo not drawn)
  21.0, 1.7%, ., 189.1%[activator], -1.2%, -4.4, -7.6%, -30.9%, -0.4
16: CCCN(Cc1cccs1)C(=O)Nc1cc(C)cc(C)c1
  ., 12.5%, 6.3%, -4.0%, -0.9%, -5.4, -0.4%, 15.3%, -1.6
17: COC(=O)Cc1c(C(=O)OC)nnn1-c1ccc(OC(F)(F)F)cc1
  12.6, -13.6%, 15.5%, -3.0%, -4.6%, 1.8, -2.1%, -12.5%, 0.2
18: Cc1[nH]n(-c2ccccc2)c(=O)c1/C=N/NC(=O)c1cccc([N+](=O)[O-])c1
  -12.3, 2.3%, -11.0%, 375.4%[activator], 1.6%, -1.9, -1.9%, -11.1%, -0.5
19: O=C1CC(N2CCN(c3ccccc3F)CC2)C(=O)N1c1ccc(F)cc1 (stereo not drawn)
  ., -32.1%, -6.7%, 12.4%, -2.3%, -0.3, 0.7%, 15.9%, .
20: CS(=O)(=O)c1ccc(-c2nnc(NC(=O)c3cccc(N4C(=O)CCC4=O)c3)o2)cc1
  1.3, 3.3%, -0.6%, -6.9%, -3.4%, 5.5, 0.7%, -11.8%, 0.1
21: COc1ccc2cc(C(=O)NC3CCCCC3)c(=O)oc2c1
  -16.4, -6.2%, -1.1%, 497.4%[activator], ?, -3.9, 1.8%, 11.0%, 0.6
22: Cc1ccc(CCN2CC(C(=O)NCCCN3CCCCCC3)CC2=O)cc1 (stereo not drawn)
  -13.8, 0.1%, -8.7%, 46.2%[activator], -2.4%, -5.0, 4.2%, 2.2%, 1.7
23: COc1ccc(F)cc1-c1cc(NC(C)=O)c2ncc(-c3cc(OC)c(OC)c(OC)c3)n2c1
  ., ., ., -20.4%, -4.5%, -7.6, -29.1%, ., .
24: Cc1c(C(=O)Oc2cccc3ccccc23)cnn1-c1ccccc1
  -22.1, 1.4%, -3.8%, -26.6%, -2.2%, 4.2, -2.6%, 16.4%, 0.2
25: COc1cccc(CNC(=O)Cn2cc3c(n2)CCCC3)c1
  -9.5, -4.2%, 8.2%, -2.9%, -1.0%, -4.9, -4.7%, -0.7%, -0.1
26: CC(C)CCNC(=O)Cn1c(=O)oc2cc(S(=O)(=O)N3CCc4ccccc43)ccc21
  ., 4.1%, -2.7%, -4.1%, -4.8%, -7.5, -2.4%, -2.4%, .
27: O=C(Nc1cccc(-c2ccc(N3CCOCC3)nn2)c1)c1ccc(Cl)cc1
  30.6*, 1.0%, -4.2%, 1.8%, 0.5%, -5.1, -5.1%, 3.0%, 0.0
28: COc1cc(-c2csc(C)n2)ccc1O
  0.4, 2.4%, -0.1%, 0.0%, 2.7%, 2.3, 4.4%, -24.8%, 0.9
29: CCC1CCCCN1CCCNC(=O)c1c(O)nc2cc(C)ccn2c1=O (stereo not drawn)
  -26.8, -7.1%&-2.8%, -0.2%&-7.3%, -0.3%&10.2%, 1.9%&-0.9%, 5.1&5.0, -1.3%&-3.3%, 35.3%&-1.0%, 0.3&6.8
30: Cc1sc(N)c(C(=O)c2ccccc2Cl)c1C
  3.3, 2.4%, -13.2%, -15.3%, 1.4%, -5.8, -3.5%, -24.4%, 0.7

Remaining list, next part:
Order of results – D2 antagonist, Vif-A3F inh, ERG Ets-DNA blk, 12-LOX inh, GRP78 ERSR act, LDHA inh, Vif-APOBEC3G blk, RGS4 inh, D2 agonist
31: Cn1c(CSCc2ccc(F)cc2)nnc1SCC(=O)N1CCN(c2ccccc2)CC1
  5.7, -5.6%, -5.9%, -2.4%, -6.1%, -6.1, -7.2%, 1.3%, 0.2
32: Oc1ccc(/C=C/c2nc(-c3ccccc3O)n(-c3ccccc3)n2)cc1
  16.2, 3.8%, -1.0%, -6.1%, 2.1%, 1.3, -9.5%, -2.4%, .
33: CC(C)Oc1ccc(S(=O)(=O)N2CCOCC2)cc1NC(=O)CCCSc1ccccc1
  ., 3.0%, 25.2%, -21.5%, -3.3%, -4.6, -0.7%, -22.5%, .
34: CC(C)[C@H](NC(N)=O)C(=O)NCCc1ccc(Cl)cc1Cl
  -34.1, 0.5%, 10.9%, ?, -1.0%, -11.8, -3.9%, 20.0%, 0.1
35: CC(C)NC(=O)C1CCN(S(=O)(=O)c2ccc(N3CCCC3=O)cc2)CC1
  24.3, -6.3%, 3.0%, -1.0%, -3.5%, -4.8, 1.7%, 2.1%[56.9 µM], 0.5
36: Cc1cccc(C)c1NS(=O)(=O)c1c(C)[nH]c(=O)[nH]c1=O
  6.1, 5.6%, 2.7%, ?, -3.0%, -4.2, 1.2%, -14.9%, -0.1
37: COc1ccc(NC(=O)CCOc2ccccc2)c(OC)c1
  35.9*, ., -6.2%, -3.8%, -0.1%, -2.2, 1.2%, 29.7%, -1.3
38: CCOC(=O)N1CCN(S(=O)(=O)c2ccc(C(=O)NNc3nc4ccc(Cl)cc4s3)cc2)CC1
  -13.4, -7.7%, 7.4%, ., -4.7%, -14.8, -15.2%, -24.3%, -0.9
39: O=C(Nc1ccc2oc(-c3ccncc3)nc2c1)c1ccccc1
  -3.5, 9.5%, -11.2%, 0.0%, -5.7%, 0.7, 1.0%, -7.3%, 1.0
40: COc1ccccc1NC(=O)CN1CCC(c2nc3ccccc3[nH]2)CC1
  -16.2, 3.2%, 10.8%, -21.9%, 2.9%, -10.5, 0.5%, 7.9%, 0.8
41: Cc1cccc(C(=O)N2CCN(Cc3nc4sc5c(c4c(=O)[nH]3)CCCC5)CC2)c1
  -11.3, -1.0%, -6.9%, 7.5%, -3.4%, -4.0, -0.3%, -3.5%, -0.6
42: N#CC(CC(=O)c1ccc(F)cc1)c1ccc2c(c1)OCO2 (stereo not drawn)
  -2.5, 5.9%, -0.4%, -22.5%, -0.5%, -0.6, 1.5%, 12.6%, 0.4
43: COc1ccc(F)cc1S(=O)(=O)N1CCC2(CC1)OCCN2S(=O)(=O)c1cccs1
  -7.0, -6.9%, -2.8%, -6.2%, -2.1%, 0.4, 4.1%, -23.6%, -0.2
44: Cc1ccccc1CN1CCC(CNC(=O)Nc2ccc(F)cc2F)CC1
  -21.2, 1.4%, -5.0%, 0.0%, -0.4%, -12.5, -7.2%, 35.2%, -3.1
45: CN(Cc1ccccc1)C(=O)COc1cccnc1[N+](=O)[O-]
  -1.5, -1.4%, -2.7%, 16.0%, -2.8%, -0.4, 3.0%, -7.5%, 0.1
